Bioassay records from PubChem BioAssay.
esBAF inh: SWI/SNF esBAF complex inhibition | AID 602393 | 350,000 compounds, 2% hits | reporter increase, % at 12.5 µM | mouse ES cells, Bmi1-luciferase knock-in reporter, 24 h; 100% = twice the neutral-well signal; in the data active = activation above about 40%;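 note: 0% = median of the plate's neutral control wells and 100% = double that signal; a rise in the Bmi1 reporter signal indicates esBAF inhibition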
RAD54 inh: blocks human RAD54 Holliday junction branch migration | 360,000 compounds, 0.14% hits | inhibition, % at 10.4 µM | FAM/BHQ fluorescence | Q92698 | AID 602329;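 active = mean normalized replicate activity at least 40 and at least half of replicates scoring 40 or more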;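 note: 0% = median of neutral control wells and 100% = median of positive control wells; inhibitors cause a drop in the FAM fluorescence signal; in these data hits start at about 50%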
Target sequence (Q92698 whole entry, looked up): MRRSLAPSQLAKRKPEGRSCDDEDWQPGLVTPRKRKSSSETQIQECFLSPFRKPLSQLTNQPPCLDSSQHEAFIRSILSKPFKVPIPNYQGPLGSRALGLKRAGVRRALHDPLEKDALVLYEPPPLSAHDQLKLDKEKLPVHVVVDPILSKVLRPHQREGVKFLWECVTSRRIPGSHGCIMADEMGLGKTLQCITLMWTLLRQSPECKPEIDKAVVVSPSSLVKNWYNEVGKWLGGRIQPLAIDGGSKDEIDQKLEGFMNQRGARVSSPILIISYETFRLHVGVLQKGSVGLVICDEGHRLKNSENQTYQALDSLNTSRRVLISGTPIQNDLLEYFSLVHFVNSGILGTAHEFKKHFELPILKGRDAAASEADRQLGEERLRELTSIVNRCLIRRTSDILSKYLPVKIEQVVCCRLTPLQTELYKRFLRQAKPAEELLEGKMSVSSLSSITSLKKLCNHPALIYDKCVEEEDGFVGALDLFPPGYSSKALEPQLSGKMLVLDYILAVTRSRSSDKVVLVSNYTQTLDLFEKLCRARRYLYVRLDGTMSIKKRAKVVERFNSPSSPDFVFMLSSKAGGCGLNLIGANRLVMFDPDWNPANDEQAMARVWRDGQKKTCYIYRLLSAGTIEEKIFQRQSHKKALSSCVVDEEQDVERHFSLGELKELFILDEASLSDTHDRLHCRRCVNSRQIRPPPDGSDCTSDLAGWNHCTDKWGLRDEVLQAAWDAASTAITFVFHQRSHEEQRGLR
The depositor's hits bear a star. Only part of the results is shown. The share of hits here may be higher or lower than overall.

For Cn1c(=O)c2cc(S(=O)(=O)NCCC(=O)NCCc3ccc(Cl)cc3)ccc2n(C)c1=O the results were esBAF inh -8 and RAD54 inh 2.
For CC1CC(O)(Cc2ccccc2)C(C)CN1C (centres undefined) the results were esBAF inh -7 and RAD54 inh 9.
Screening CCNC(=S)N/N=C/c1ccc(OCCOc2ccccc2C)cc1 returned esBAF inh 8 and RAD54 inh 0.
For COC(=O)[C@@H](NC(=O)NCc1ccccc1Cl)C(C)C the results were esBAF inh -2 and RAD54 inh -2.
Screening COc1nc(-c2ccccc2)ccc1-c1noc(-c2cccs2)n1 returned esBAF inh 46* and RAD54 inh -12.
COc1ccc(C)cc1S(=O)(=O)N1CCN(Cc2ccccc2)CC1 was read as esBAF inh -2 and RAD54 inh -2.
Screening CCOC(=O)C1CCN(CC(=O)N2C(C)CCCC2C)CC1 (centres undefined) returned esBAF inh 3 and RAD54 inh 4.
`O=C(CSc1nnc(-c2cccnc2)n1C1CCCCC1)NC1CCCCC1` gave esBAF inh -3 and RAD54 inh -6.
For COCCCNC(=O)COc1ccc(S(=O)(=O)Nc2ccccc2)cc1 the results were esBAF inh -10 and RAD54 inh -3.
O=C(c1cc(Cl)cc(Cl)c1)N1CCOCC1 was read as esBAF inh -1 and RAD54 inh -13.
Cc1ccccc1NC(=O)c1ccc(CN2CCC(Cc3ccccc3)CC2)cc1 was read as esBAF inh -3 and RAD54 inh -1.
Screening COC(=O)C(C)NC(=O)C12CC3CC(CC(C3)C1)C2 (centres undefined) returned esBAF inh 6 and RAD54 inh 4.
`COCCn1c(C)cc(C2=NNC(=Nc3ccc(OC)cc3)SC2)c1C` gave esBAF inh 3 and RAD54 inh -11.
Screening CCC(C)NC(=O)CNS(=O)(=O)c1ccc(C)cc1 (centres undefined) returned esBAF inh 4 and RAD54 inh 0.
For Cn1cc(Cl)c(C(=O)N/N=C/c2ccc3c4c(cccc24)CC3)n1 the results were esBAF inh 63* and RAD54 inh 11.
Cc1ccccc1NS(=O)(=O)c1cc(C(=O)NCc2ccco2)ccc1C was read as esBAF inh 13 and RAD54 inh 9.
For Cc1cc(=O)[nH]c(SCC(=O)Nc2ccc(Br)cn2)n1 the results were esBAF inh 9 and RAD54 inh 1.
Screening Cc1cccn2c(=O)c3cc(C(=O)NC(C)C)c(=N)n(Cc4ccncc4)c3nc12 returned esBAF inh -5 and RAD54 inh 13.
Screening Cc1cc(C(F)(F)F)n2nc(C(=O)O)c(Cl)c2n1 returned esBAF inh 4 and RAD54 inh 0.
Screening Cc1nnc2c(-c3ccccc3)nc3ccccc3n12 returned esBAF inh 2 and RAD54 inh -7.
O=C(NCCCCc1ccccc1)c1ccc(Br)o1 was read as esBAF inh -2 and RAD54 inh -1.
`COc1ccc(OCC(=O)Nc2ccc(S(=O)(=O)Nc3cc(C)nc(C)n3)cc2)cc1` gave esBAF inh -5 and RAD54 inh -11.
`CC(C)CC(=O)N1CCN(CC2CC=CCC2)CC1` (centres undefined) gave esBAF inh -9 and RAD54 inh 4.
`Cc1ccc(OCC(=O)N/N=C\c2ccco2)c(C)c1` gave esBAF inh -3 and RAD54 inh -5.
For CCSc1nnc(-c2ccccc2NC(=O)CC)c(=O)[nH]1 the results were esBAF inh 3 and RAD54 inh 9.
`Cc1ccc2[nH]c(=O)c(CN(c3cccc(C)c3C)S(=O)(=O)c3ccccc3)cc2c1` gave esBAF inh -16 and RAD54 inh -6.
CCOC(=O)c1c(C)[nH]c2cc(Br)c(OC)cc12 was read as esBAF inh 15 and RAD54 inh -6.
Cc1ccc(C(c2nnnn2C(C)(C)C)N2CCC(C)CC2)cc1 (centres undefined) was read as esBAF inh 4 and RAD54 inh 8.
COCCCNC(=O)CSC1=Nc2ccccc2C2=NC(CC(=O)NCc3ccccc3)C(=O)N12 (centres undefined) was read as esBAF inh 4 and RAD54 inh -1.
`COc1ccc(CCNC(=O)CC2COc3ccccc3O2)cc1OC` (centres undefined) gave esBAF inh -9 and RAD54 inh 0.
Screening COCCNC(=O)Cn1nc(C)c2ccccc2c1=O returned esBAF inh 0 and RAD54 inh 9.
For CCN(CC)C(=O)c1sc2nc(-c3ccc(OC)cc3)cn2c1C the results were esBAF inh 12 and RAD54 inh 0.
COc1ccc(S(=O)(=O)NCc2ccccn2)c(Cl)c1Cl was read as esBAF inh 2 and RAD54 inh 0.
For COc1ccc(S(=O)(=O)N(CC(=O)NCc2ccco2)c2ccccc2)cc1 the results were esBAF inh -3 and RAD54 inh -4.
Screening COc1ccc(C(=O)Nn2c(SCC(=O)N3CCC(C)CC3)nc3ccccc3c2=O)cc1 returned esBAF inh -74 and RAD54 inh -3.
For Cc1ccc(S(=O)(=O)Nc2cc(Cl)c(O)cc2C)cc1 the results were esBAF inh -1 and RAD54 inh -9.
For CC(Oc1ccccc1)C(=O)NC1CC(C)(C)NC(C)(C)C1 (centres undefined) the results were esBAF inh -4 and RAD54 inh 3.
`Cc1ccc(S(=O)(=O)N2C(=O)CCC2C(=O)Nn2cnnc2)cc1` (centres undefined) gave esBAF inh -16 and RAD54 inh -19.
CCn1c(C(C#N)/C(=N\S(=O)(=O)c2cccs2)c2ccccc2)nc2ccccc21 (centres undefined) was read as esBAF inh 0 and RAD54 inh 8.
Screening COCCn1c(SCC(=O)NC(=O)NC(C)(C)C)nc2ccccc21 returned esBAF inh 4 and RAD54 inh 11.
`Cc1cccc(Nc2nc(-c3ccccn3)cs2)n1` gave esBAF inh 11 and RAD54 inh 8.
`COC(=O)C1=C(N)N(c2ccc(F)cc2)C2=C(C(=O)CCC2)C1c1ccc2c(c1)OCO2` (centres undefined) gave esBAF inh 13 and RAD54 inh 4.
COC(=O)c1ccc(SC2CCCCC2)c([N+](=O)[O-])c1 was read as esBAF inh -2 and RAD54 inh -9.
`Nc1ccc(CN2CCCCCC2)cc1` gave esBAF inh -4 and RAD54 inh 1.
Cn1cc(C(=O)NCCN2CCN(c3cccc(Cl)c3)CC2)c2c3ccccc3n(C)c2c1=O was read as esBAF inh -11 and RAD54 inh -12.

Molecules shown so far containing a tert-butyl group (2):
Cc1ccc(C(c2nnnn2C(C)(C)C)N2CCC(C)CC2)cc1 (centres undefined) was read as esBAF inh 4 and RAD54 inh 8.
Screening COCCn1c(SCC(=O)NC(=O)NC(C)(C)C)nc2ccccc21 returned esBAF inh 4 and RAD54 inh 11.

(listing goes on)
Screening CC(C)c1ccc2c(c1)C1(NN=C(c3ccccc3)S1)C(=O)N2 (centres undefined) returned esBAF inh 87* and RAD54 inh 4.
CCCCC(=O)NNC(=S)NC(=O)CCC was read as esBAF inh -7 and RAD54 inh -2.
`CCOC(=O)c1ccc(NC(=O)NC(C)C2CCCO2)cc1` (centres undefined) gave esBAF inh 31 and RAD54 inh 1.
Screening COc1ccc(S(=O)(=O)N2CCCN(CC(=O)C(C)(C)C)CC2)cc1 returned esBAF inh 5 and RAD54 inh -8.
`O=S(=O)(c1ccccc1)N1CCN(S(=O)(=O)N2CCCCC2)CC1` gave esBAF inh -3 and RAD54 inh 11.
O=C(O)c1ccccc1C(=O)NNc1ccc(Cl)cc1 was read as esBAF inh 8 and RAD54 inh 1.
COC(=O)c1cc(NC(=O)CN(c2ccc3c(c2)OCO3)S(C)(=O)=O)ccc1Cl was read as esBAF inh -7 and RAD54 inh 2.
Screening COc1ccc(S(=O)(=O)N2CCN(C3CCN(Cc4ccccc4)CC3)CC2)cc1 returned esBAF inh 0 and RAD54 inh -3.
COc1ccc(S(=O)(=O)N2CCCCCC2)cc1C(=O)OCc1c(C)noc1C was read as esBAF inh 6 and RAD54 inh -1.
COc1ccc(C2=CC(=O)C[C@H](c3ccc4c(c3)OCO4)C2)cc1 was read as esBAF inh 5 and RAD54 inh 5.
For CC1CCCC(NC(=O)C2CCN(S(=O)(=O)N3CCC4(CC3)OCCO4)CC2)C1C (centres undefined) the results were esBAF inh 1 and RAD54 inh -4.
OCc1ccccc1OCCOc1ccc(Cl)c2cccnc12 was read as esBAF inh 7 and RAD54 inh -5.
Cc1cc2nc(-c3cccc(Cl)c3)c(Cc3ccccc3)n2c(C)c1Br was read as esBAF inh 6 and RAD54 inh 9.
Screening Cc1ccc2[nH]c(=O)c(C(c3nnnn3Cc3ccccc3)N3CCc4ccccc43)cc2c1 (centres undefined) returned esBAF inh -6 and RAD54 inh -17.
Screening O=C(Cn1ccc2ccccc2c1=O)NCCC(=O)N1CCN(c2cccc(C(F)(F)F)c2)CC1 returned esBAF inh 0 and RAD54 inh 2.

Quoted at random: six entries already listed.
For COc1ccc(S(=O)(=O)N(CC(=O)NCc2ccco2)c2ccccc2)cc1 the results were esBAF inh -3 and RAD54 inh -4.
For CC1CCCC(NC(=O)C2CCN(S(=O)(=O)N3CCC4(CC3)OCCO4)CC2)C1C (centres undefined) the results were esBAF inh 1 and RAD54 inh -4.
For COC(=O)[C@@H](NC(=O)NCc1ccccc1Cl)C(C)C the results were esBAF inh -2 and RAD54 inh -2.
COc1ccc(S(=O)(=O)NCc2ccccn2)c(Cl)c1Cl was read as esBAF inh 2 and RAD54 inh 0.
Screening Cc1cccn2c(=O)c3cc(C(=O)NC(C)C)c(=N)n(Cc4ccncc4)c3nc12 returned esBAF inh -5 and RAD54 inh 13.
O=C(c1cc(Cl)cc(Cl)c1)N1CCOCC1 was read as esBAF inh -1 and RAD54 inh -13.

Continuation.
`Cc1ccc(NC(=O)c2cc([N+](=O)[O-])ccc2NCc2cccnc2)cc1Cl` gave esBAF inh -3 and RAD54 inh 21.
COc1ccc(NC(=O)NCc2cccnc2)cc1OC was read as esBAF inh 1 and RAD54 inh -4.
`CCNc1nc(NC(C)C)nc(OCCNS(=O)(=O)c2cc(C)ccc2C)n1` gave esBAF inh 2 and RAD54 inh -3.
`CCCn1c(NC(=O)C2CCN(S(=O)(=O)c3cccs3)CC2)nc2ccccc21` gave esBAF inh -4 and RAD54 inh -5.
For C=C1C2(C(=O)NCc3ccco3)CCC(C2)C1(C)C (centres undefined) the results were esBAF inh -8 and RAD54 inh 1.
For O=C(CSc1nnc2c(Cl)cc(C(F)(F)F)cn12)Nc1ccc2c(c1)OCO2 the results were esBAF inh 4 and RAD54 inh 6.
CC1(C)CC(=O)C2=C(C1)OC(N)=C(C#N)C21C(=O)N(Cc2ccccc2Cl)c2ccccc21 (centres undefined) was read as esBAF inh 9 and RAD54 inh 1.
COc1cccc(C(=O)NC2(C(F)(F)F)N=C3SCCN3C2=O)c1 (centres undefined) was read as esBAF inh -2 and RAD54 inh -31.
`Cc1ccc(CN2C(=O)CCC2C(=O)NCc2ccco2)cc1` (centres undefined) gave esBAF inh 5 and RAD54 inh 2.
Screening O=C(Cc1cccc2ccccc12)NNC(=O)Nc1cccc(Cl)c1 returned esBAF inh 5 and RAD54 inh -8.
Screening COc1ccc(NC(=O)c2c3c(nc4ccccc24)CCC3)cc1 returned esBAF inh -3 and RAD54 inh -8.
For O=C(CN(Cc1ccccc1)C(=O)CCC(=O)Nc1ccccn1)NCc1ccco1 the results were esBAF inh -6 and RAD54 inh -2.
For CSC1=NC2(CC(c3ccccc3)Oc3cc(O)ccc32)CC(C)(C)N1 (centres undefined) the results were esBAF inh -5 and RAD54 inh 5.
Screening CSCCC(NC(=O)CCN1C(=O)c2ccccc2C1=O)C(=O)O (centres undefined) returned esBAF inh -9 and RAD54 inh -1.
`CCCn1c(C)cc(=O)c2cc(NC(=O)c3cnccn3)ccc21` gave esBAF inh 0 and RAD54 inh 45.
Screening Cc1ccc(S(=O)(=O)N2CCN(C(=O)CCC(=O)N3CCc4ccccc43)CC2)cc1 returned esBAF inh -1 and RAD54 inh 6.
Screening CCOC(=O)c1c(NC(=O)CSc2nnc(Cc3csc(N)n3)n2C)sc(C)c1C returned esBAF inh 2 and RAD54 inh -5.
For O=C(COC(=O)c1cc2ccccc2o1)c1ccccc1 the results were esBAF inh -2 and RAD54 inh 6.
`CCOC(=O)c1cnc(SCc2ccc(C(C)(C)C)cc2)nc1N` gave esBAF inh -2 and RAD54 inh 2.
CCc1nc(N2CCC3(CC2)OCCO3)c2nnn(Cc3ccccc3Cl)c2n1 was read as esBAF inh -3 and RAD54 inh 0.
For COc1ccc(Cn2nnnc2CN2CCc3ccccc3C2)cc1 the results were esBAF inh -6 and RAD54 inh 7.
Screening CC(C)(C)SCCNC(=O)c1ccc(Cl)c(S(=O)(=O)N2CCOCC2)c1 returned esBAF inh 4 and RAD54 inh 9.
For COC(=O)C1=C(C)Nc2ncnn2C1c1ccccn1 (centres undefined) the results were esBAF inh 2 and RAD54 inh -5.
`O=C1CC(C(=O)Nc2cccc3ccccc23)C2(CCCC2)O1` (centres undefined) gave esBAF inh 8 and RAD54 inh 0.
COc1cc(NC(=O)CSc2ccc3c(c2)OCCO3)cc(OC)c1OC was read as esBAF inh 8 and RAD54 inh 11.
`COc1ccc(CCNC(=O)c2cccnc2)cc1` gave esBAF inh 8 and RAD54 inh -1.
For CCCCC(=O)Nc1nn(CC(C)C)c2nc3ccccc3cc12 the results were esBAF inh 5 and RAD54 inh -11.
Cc1ccc(NC(=O)c2cc(S(=O)(=O)Nc3ccc(C)cc3)cs2)cc1 was read as esBAF inh 3 and RAD54 inh -6.
